# Tb hexokinase: blocks Trypanosoma brucei hexokinase 1 activity. recombinant TbHK1, G6PDH-coupled NADH A340. inhibition, % at 10 µM. hit rate 0.11% among 220,000;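 active = inhibition of 50% or more in the single-dose primary screen; inactive = inhibition below 50%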
# eIF4E-4G inh: blocks eIF4E binding to eIF4G. AID 782. inhibition, % at 21.7 µM. hit rate 0.37% among 220,000. P63073+Q04637. TR-FRET eIF4E-eIF4GI(517-606) binding, 2 h;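 active = inhibition above about 30%, limit read from the data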;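 note: 0% = full FRET control wells and 100% = background wells lacking eIF4GI fragment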
# Target sequence (P63073 whole entry, looked up, the tested form may be a part): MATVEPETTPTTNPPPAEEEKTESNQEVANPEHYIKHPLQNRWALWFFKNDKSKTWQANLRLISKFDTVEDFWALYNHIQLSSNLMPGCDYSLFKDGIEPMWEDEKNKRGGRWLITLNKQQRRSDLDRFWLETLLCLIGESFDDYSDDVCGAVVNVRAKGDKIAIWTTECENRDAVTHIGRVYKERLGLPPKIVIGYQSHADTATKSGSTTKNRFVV
# Target sequence (Q04637 whole entry, looked up, the tested form may be a part): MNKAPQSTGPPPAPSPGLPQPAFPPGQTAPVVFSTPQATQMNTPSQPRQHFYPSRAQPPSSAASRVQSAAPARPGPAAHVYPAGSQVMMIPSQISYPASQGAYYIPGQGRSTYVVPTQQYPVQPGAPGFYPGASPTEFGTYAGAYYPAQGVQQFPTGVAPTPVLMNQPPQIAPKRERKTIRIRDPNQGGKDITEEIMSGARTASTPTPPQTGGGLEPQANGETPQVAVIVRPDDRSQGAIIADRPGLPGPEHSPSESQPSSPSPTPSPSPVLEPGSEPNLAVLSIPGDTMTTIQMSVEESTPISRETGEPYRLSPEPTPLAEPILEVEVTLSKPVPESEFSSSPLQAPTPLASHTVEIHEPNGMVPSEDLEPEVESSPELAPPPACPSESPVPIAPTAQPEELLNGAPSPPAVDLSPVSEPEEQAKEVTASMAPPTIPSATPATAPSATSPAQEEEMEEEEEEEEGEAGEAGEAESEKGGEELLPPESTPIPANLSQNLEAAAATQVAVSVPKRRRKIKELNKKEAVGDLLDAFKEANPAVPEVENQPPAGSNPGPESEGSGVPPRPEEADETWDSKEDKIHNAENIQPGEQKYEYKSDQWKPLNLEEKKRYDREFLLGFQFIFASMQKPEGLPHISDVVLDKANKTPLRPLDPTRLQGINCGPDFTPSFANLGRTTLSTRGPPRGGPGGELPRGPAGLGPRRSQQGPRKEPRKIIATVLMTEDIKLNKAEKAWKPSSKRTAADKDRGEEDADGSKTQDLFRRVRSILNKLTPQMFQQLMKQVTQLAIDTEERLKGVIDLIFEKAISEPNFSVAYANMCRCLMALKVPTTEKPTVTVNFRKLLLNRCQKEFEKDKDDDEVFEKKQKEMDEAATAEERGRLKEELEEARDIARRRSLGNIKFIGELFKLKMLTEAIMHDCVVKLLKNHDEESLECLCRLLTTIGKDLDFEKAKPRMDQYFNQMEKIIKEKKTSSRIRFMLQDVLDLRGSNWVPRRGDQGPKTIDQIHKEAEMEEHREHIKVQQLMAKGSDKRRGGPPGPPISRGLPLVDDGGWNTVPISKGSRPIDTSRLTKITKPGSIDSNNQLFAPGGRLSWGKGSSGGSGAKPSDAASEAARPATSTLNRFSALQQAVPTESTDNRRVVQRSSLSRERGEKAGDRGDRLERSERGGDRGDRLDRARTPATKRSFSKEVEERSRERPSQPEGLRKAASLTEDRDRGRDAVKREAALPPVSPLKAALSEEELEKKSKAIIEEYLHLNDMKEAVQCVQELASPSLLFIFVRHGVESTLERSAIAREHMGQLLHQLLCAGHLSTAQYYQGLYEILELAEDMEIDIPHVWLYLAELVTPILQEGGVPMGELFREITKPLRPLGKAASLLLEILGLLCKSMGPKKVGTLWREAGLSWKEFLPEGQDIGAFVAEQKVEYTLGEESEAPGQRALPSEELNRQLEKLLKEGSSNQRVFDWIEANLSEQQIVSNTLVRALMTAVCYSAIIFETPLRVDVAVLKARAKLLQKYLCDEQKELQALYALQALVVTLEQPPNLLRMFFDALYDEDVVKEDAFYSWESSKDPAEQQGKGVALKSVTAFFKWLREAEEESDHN
# PGE2 EP2 inh: inhibitors of human EP2 prostaglandin E2 receptor; P43116; C6 glioma cells expressing human EP2, cAMP TR-FRET; cells stimulated with saturating PGE2; inhibition, % at 25 µM; hit rate 0.52% among 260,000; AID 1422;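 active = percent inhibition above 40 after rounding to a whole number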;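 note: rat C6 glioma host cells with rolipram phosphodiesterase inhibitor present; the protocol text gives 20 µM as final concentration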
# 14-3-3 Bad PPI: disrupts binding of bovine 14-3-3 zeta to phospho-Bad peptide | TR-FRET 14-3-3zeta/Dy647-pBad peptide displacement, 1 h | inhibition, % at 21.7 µM | hit rate 0.71% among 220,000;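 active = inhibition above about 70%, limit read from the data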;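 note: 0% = full 14-3-3 plus peptide FRET controls and 100% = background without 14-3-3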
# Hck-Nef inh: human Hck-Nef kinase inhibition | Recombinant Hck-YEEI plus Nef, Z-Lyte FRET kinase assay | inhibition, % at 20 µM | hit rate 0.68% among 220,000 | AID 463187;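 active = Hck-Nef kinase inhibition above about 50%, limit read from the data; inactive = inhibition below that limit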;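 note: 0% = DMSO with Hck plus Nef and 100% = Hck alone without Nef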
# EP2 modulator: EP2 receptor (human) modulation. P43116. EP2-expressing cells, cAMP HTRF FRET, PGE2 co-stimulation. induction, % at 25 µM. hit rate 0.83% among 260,000;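 active = compounds whose cAMP rise, as percent of the full-agonist control response, exceeds 60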;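 note: rat C6 glioma line stably carrying human EP2 under a CMV promoter; the protocol text gives 20 µM as final concentration; 100% = response of wells given 1 µM PGE2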
# Rad51 HR inh: Rad51 (human) homologous recombination inhibition | hit rate 0.085% among 200,000 | hRad51 DNA strand exchange, fluorescence dequenching | inhibition, % at 10 µM | Q06609 | AID 1385;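 active = inhibition above 40% at the single screening dose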;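 note: 0% = DMSO control wells and 100% = blanks with heterologous ssDNA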
#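 Assay system: Human Rad51 nucleoprotein filaments preassembled on unlabelled ssDNA | Reagent: Donor/quencher-labelled 47-bp dsDNA substrate | Doses: One concentration, 10 µM final | Times: 37 °C 15-min filament assembly, 30-min compound preincubation, 15-min exchange | Technique: Fluorescein emission 520 nm, excitation 485 nm | Benchmarks: Plate control and blank wells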
# m-calpain inh: blocks pig calpain II enzyme activity; purified calpain II, fluorogenic peptide substrate, 30 min; inhibition, % at 16 µM; hit rate 0.37% among 220,000; AID 1236;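 active = inhibition above about 50%, limit read from the data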
# zVAD death inh: blocks zVAD induced death of L929 cells; L929 zVAD necroptosis rescue, ATP luminescence, 24 h; with zVAD 60 µM; hit rate 0.38% among 220,000; AID 1377; viability rescue, % at 10 µM;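 active = activation, scaled between plate controls, above about 75%, limit read from the data; inactive = activation under that limit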;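 note: 0% = zVAD with DMSO and 100% = DMSO alone without zVAD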
# Numbers without * were called inactive; . = not tested or not shown; [ ] = dose if it differs, or a comment. Only part of the results is shown; the hit share may differ from the screen's.
SMILES,Tb hexokinase,eIF4E-4G inh,PGE2 EP2 inh,14-3-3 Bad PPI,Hck-Nef inh,EP2 modulator,Rad51 HR inh,m-calpain inh,zVAD death inh
O=C(O)c1ccc(CSc2nc3ccc(N4C(=O)C5C6C=CC(C6)C5C4=O)cc3s2)cc1 (stereo not given),32,-3[fluorescence artefact?],11,-20,1,-7,-7,-23,-0.5
Cc1c(C(=O)NCC2COc3ccccc3O2)oc2ccc(S(=O)(=O)N(C)C3CCCCC3)cc12 (stereo not given),-16,-12,3,5,-1,43,-4,-37,1.4
O=C(CNC(=O)c1ccc(S(=O)(=O)N2CCCC2)cc1)N/N=C/c1ccco1,0,0,5,-3,28,-6,0,6,1.2
O=C(Nc1ccc([N+](=O)[O-])cc1)Nc1ccc2[nH]c(=O)[nH]c2c1,-13,1,6,31,2,-21,.,-16,1.8
COCCn1ccc(O)c(Cc2ccccc2)c1=O,-4,-1,1,12,-2,10,-9,-49,-0.1
Nc1cc(-c2ccccc2)nn1S(=O)(=O)c1ccc(Br)cc1,2,5,7,2,1,-19,3,0,0.8
Cc1ccccc1NC(=O)CC(O)(C(F)(F)F)C(F)(F)F,-2,-4[fluorescence artefact?],3,-12[fluorescence artefact?],-19,-5,-2,-27,0.1
Nc1ccccc1C(=O)NCc1ccc(Cl)cc1,-5,2,5,-3,-7,25,.,-188,.
Cc1cs/c(=N\N=C\c2ccccc2)n1Cc1ccco1,-14,5,8,0,4,31,-6,6,0.1
O=C(CSc1cccc[n+]1[O-])Nc1cc(S(=O)(=O)N2CCOCC2)ccc1Cl,37,-6,4,-10,-4,5,0,12,0.6
O=[N+]([O-])c1cc(-c2cnc3ccccc3n2)ccc1Oc1ccc(Br)cc1,-7,-3,7,-6,-1,-6,-6,11,0.7
Cc1ccc(N=Cc2sccc2C)cc1C,8,-8,8,-5[fluorescence artefact?],-1,11,-4,15,0.2
CC1CC=C(c2ccccc2)C(=S)N1 (stereo not given),-23,0,10,1,-3,23,-19,6,1.1
O=C(O)c1ccccc1NS(=O)(=O)c1ccc2c(c1)OCCO2,1,3,10,15,14,-29,1,-15,-0.8
O=C(NC1CCCCC1)C(c1ccco1)N(Cc1ccco1)C(=O)c1ccco1 (stereo not given),3,7,11,-3,2,13,-6,-17,0.3
Cc1ccc2c(Cl)c(C(=O)Nc3ccc4c(c3)OCO4)sc2c1,-9,4[fluorescence artefact?],7,6,2,6,-7,-72,-0.1
COc1ccc(-n2nnnc2SCC(=O)N2C(C)CCCC2C)c(OC)c1 (stereo not given),1,6,7,-24[fluorescence artefact?],2,1,5,-25,0.2
COc1ccc(N2C(=O)CC(Sc3n[nH]c(-c4cccc(C)c4)n3)C2=O)cc1 (stereo not given),2,6,1,8,-48,-10,.,-1,0.9
COc1ccc(-c2nc(N)sc2C2(O)C(=O)Nc3c(Br)cc(F)cc32)cc1OC (stereo not given),-12,3,5,-12,30,-5,-10,21,0.1
CC1(C)Cc2nc(-c3ccccc3)nc(NNC(=O)c3ccco3)c2CO1,-3,-3,9,2,17,3,.,16,1.2
Cc1cc(N/N=C\c2ccccc2)nc(-c2ccccc2O)n1,27,3,15,-1,-3,7,0,-21,2.0
O=C(NCc1ccncc1)Nc1ccc(Cl)cc1Cl,5,-6,20,0,1,5,-2,4,1.0
COc1ccc(C(CNc2ccc(S(=O)(=O)N3CCCC3)cc2[N+](=O)[O-])N2CCCC2)cc1 (stereo not given),-5,0,13,2[fluorescence artefact?],-38,20,.,14,-0.4
N#CCCNCC1(c2ccccc2)CCCC1,4,1[fluorescence artefact?],6,-5,6,8,-2,-13,-0.2
CC(=O)Nc1sc(/C(C#N)=C\c2cccc(Cl)c2)nc1-c1ccc(C)cc1,-10,1,16,-6[fluorescence artefact?],-4,2,-428,-76,1.6
COc1cc(O)oc1C=Nc1ccc(Cl)cc1Cl,-13,2,4,-4[fluorescence artefact?],2,-18,-9,-11,-0.1
COc1ccc(OCc2csc(N)n2)cc1,-1,0,7,-12,7,1,6,-14,0.2
CCCCn1cnc2sc(-c3ccccc3)cc2c1=O,-5,-5,12,-1,0,-16,-9,10,0.9
S=C(NCCc1ccccc1)N/N=C/c1c(Cl)cccc1Cl,0,7,4,-6[fluorescence artefact?],2,3,1,-2,0.5
Cn1cnnc1Sc1ccc(CN2CCN(C3CCCC3)C(CCO)C2)o1 (stereo not given),-9,3,6,-4,-6,-17,21,3,-0.3
O=C(O)COc1cccc2nsnc12,-4,-10,10,-3,7,29,-5,-161,1.1
O=C(O)COc1ccccc1/C=N/NC(=O)CN1CCN(Cc2ccc(Cl)cc2)CC1,-21,4,7,7,16,14,-2,-19,-0.4
CC(C)(c1ccccc1)c1ccc(OCCn2cnc3ccccc3c2=O)cc1,7,.,27,.,2,19,0,27,-0.6
Cc1c(Cl)cccc1Nc1nc(N)nc(CSC(=S)N2CCOCC2)n1,1,-5,14,4,2,-47,1,-2,-0.8
CC(=O)Nc1cc2c(cc1C(=O)c1ccc(C)cc1)OCCO2,-4,5,21,-11,6,9,0,-3,0.0
Cc1occc1-c1nnc(SCC(=O)NCc2ccco2)n1CC(C)C,7,4,8,-21,1,26,-11,-31,-0.3
CC1(C)NC(=O)N(CCCCOc2ccc3c(c2)CCC3)C1=O,-3,4,8,4,1,29,-5,-4,6.7
COc1ccccc1N(CC(O)Cn1c2ccccc2c2ccccc21)S(=O)(=O)c1ccccc1 (stereo not given),-9,3,5,-7,4,40,21,-55,0.3
N#CSCC(=O)c1cccc2ccccc12,16,0,14,-11[fluorescence artefact?],0,-62,.,-7,1.3
Cn1cc(CC(=O)NCCN2CCOCC2)c2ccccc21,0,-3,4,3,0,28,0,-8,0.4
COC(=O)c1ccc2c(=O)n3c(nc2c1)SCC(c1ccccc1)=N3,-6,2,12,5,18,-4,1,-2,1.0
Cn1nc(-c2ccccc2F)c2cc(C(=O)N3CCN(C(=O)c4ccco4)CC3)sc21,-6,.,8,.,2,.,-1,.,1.0
N/C(=N\OC(=O)c1cccs1)c1ccc(Cl)cc1,3,-2,7,7,0,-18,-4,13,0.0
Nc1ccc(Br)c2c1C(=O)c1ccccc1C2=O,2,2[fluorescence artefact?],7,7,1,18,-1,-16,0.9
CCCc1cc(=O)[nH]c(SCC(=O)c2cc(C)n(CC(F)(F)F)c2C)n1,-3,1,-1,-10,10,-8,-9,-6,2.0
COc1ccc2nc3cc(Cl)ccc3c(C#N)c2c1,-8,2,4,6,8,-1,-13,-6,0.4
OCCC1CN(Cc2ccccn2)CCN1C1CCCC1 (stereo not given),-1,-1,4,-18,8,18,9,1,0.5
COC(=O)c1ccc(CN(c2ccccc2Cl)S(C)(=O)=O)cc1,-6,0,22,-7,11,0,17,-14,2.4
Cc1ccc(N(C(=O)c2ccc(S(=O)(=O)N3CCOCC3)cc2)C2C=CS(=O)(=O)C2)cc1 (stereo not given),4,5,5,-5,-9,-9,3,-14,-0.8
COc1ccc(CNCC(O)(c2ccccc2)c2ccccc2)cc1OC,8,-2,8,-4,0,-33,-1,-8,-0.6
C=CCn1c(SCn2nnc3ccccc3c2=O)nnc1C1CCCCC1,11,0[fluorescence artefact?],17,-8[fluorescence artefact?],3,-8,2,24,-0.3
O=C(NC(=O)N1CCN(C(c2ccccc2)c2ccccc2)CC1)c1ccccc1,-8,-3,8,-4,33,35,4,-15,-0.2
C/C(=N/NC(=O)c1ccccn1)c1ccco1,-20,1,10,-4,1,4,-5,7,0.1
O=C(CN1CCN(Cc2ccc(F)cc2Cl)C1=O)NCCc1ccccc1,0,0,12,0[fluorescence artefact?],8,-13,-5,15,-0.2
CNC(=S)N1N=C(c2ccccc2)CC1c1ccccc1Cl (stereo not given),-5,1,5,1,-6,16,.,7,-0.5
O=C(c1ccccc1)c1ccc2c(c1)OCCCO2,-6,3,2,1,7,17,-21,27,0.9
COc1ccc(-c2csc(NC(=O)c3ccc(S(=O)(=O)N4CCc5ccccc5C4)cc3)n2)cc1,-17,5[fluorescence artefact?],2,-24[fluorescence artefact?],-3,-18,2,-48,0.7
COc1cc(C(=O)NC(=S)Nc2csc(-c3ccc(F)cc3)n2)cc(OC)c1OC,-27,7,7,4,5,-26,4,-28,-0.2
CCCN(CCC(=O)Nc1ccccc1F)CC1CC1,7,4[fluorescence artefact?],13,2[fluorescence artefact?],6,-11,-8,-12,0.8
NNC(=O)c1ccc2c(c1)S(=O)(=O)NNC2=O,-3,0,3,-12,20,20,18,-5,1.8

# Of the compounds above, these have bromine:
SMILES,Tb hexokinase,eIF4E-4G inh,PGE2 EP2 inh,14-3-3 Bad PPI,Hck-Nef inh,EP2 modulator,Rad51 HR inh,m-calpain inh,zVAD death inh
Nc1cc(-c2ccccc2)nn1S(=O)(=O)c1ccc(Br)cc1,2,5,7,2,1,-19,3,0,0.8
O=[N+]([O-])c1cc(-c2cnc3ccccc3n2)ccc1Oc1ccc(Br)cc1,-7,-3,7,-6,-1,-6,-6,11,0.7
COc1ccc(-c2nc(N)sc2C2(O)C(=O)Nc3c(Br)cc(F)cc32)cc1OC (stereo not given),-12,3,5,-12,30,-5,-10,21,0.1
Nc1ccc(Br)c2c1C(=O)c1ccccc1C2=O,2,2[fluorescence artefact?],7,7,1,18,-1,-16,0.9

# Remaining list, next part:
SMILES,Tb hexokinase,eIF4E-4G inh,PGE2 EP2 inh,14-3-3 Bad PPI,Hck-Nef inh,EP2 modulator,Rad51 HR inh,m-calpain inh,zVAD death inh
c1ccc(-c2ccccc2OCCN2CCCCC2)cc1,3,-8[fluorescence artefact?],9,41[fluorescence artefact?],3,11,.,-3,1.2
CCCc1nnc(SCC(=O)N2CCCCC2C)n1CC (stereo not given),4,-2,6,-8[fluorescence artefact?],1,19,-4,-10,0.1
COC(=O)Cc1c(C(=O)OC)nnn1-c1ccc(OC)cc1,-5,1,6,-3,17,8,-1,-5,1.4
Cc1ccnc(NC(=O)c2cc3ccccc3oc2=O)c1,-11,0,12,-8,-2,-16,-1,-12,0.6
CCNc1nc(C23CC4CC(CC(C4)C2)C3)cs1,-6,1,0,-4,29,34,13,8,0.6
O=C(NCc1ccccc1)c1cc2nc(C3CC3)cc(C(F)(F)F)n2n1,-1,-15,1,-1[fluorescence artefact?],1,18,-3,-34,0.5
OC(COc1ccccc1)CN1CCN(c2ncccn2)CC1 (stereo not given),0,8[fluorescence artefact?],5,-12,0,21,8,16,-0.3
COC(CN(C(=O)CCl)C(C(=O)NC1CCCCC1)c1ccc(Cl)cc1)OC (stereo not given),10,-4[fluorescence artefact?],23,-13,1,20,3,-7,2.6
O=C1C2CC=CCC2C(=O)N1c1ncn[nH]1 (stereo not given),-2,1,6,-1[fluorescence artefact?],9,20,1,0,-0.9
CCCCn1c(N)nc2ccccc21,-12,8[fluorescence artefact?],21,-4,-2,-1,2,-6,-0.2
CS(=O)(=O)c1cnc(-c2ccccc2)nc1-c1ccccc1Cl,-8,0,6,-6,-3,21,23,7,0.9
COC(=O)Cc1ccc(NC(=S)N2CCCC(C)C2)cc1 (stereo not given),-3,1,13,3[fluorescence artefact?],7,14,.,-9,-0.4
COc1ccc(NS(=O)(=O)c2cc(NC(=O)c3cccnc3Cl)ccc2N2CCCC2)cc1,-14,-2,17,-1,13,-34,2,-25,-0.5
CCN(C(=O)CN1CCCCC1)C1(C)C(=O)c2ccccc2C1=O,1,-4,7,1,2,8,-3,0,2.2
COc1ccc(CN2C(=O)c3cccnc3C2Nc2cc(Cl)c(OC)cc2OC)cc1 (stereo not given),-9,-6,8,92*,1,0,3,4,0.6
